ELG1 genotox: qHTS screen for small molecules that induce genotoxicity in human embryonic kidney (HEK293T) cells expressing luciferase-tagged ELG1 | HEK293T ELG1-luciferase reporter, luminescence, 16 h | Potency, µM (highest dose often 46 µM), inactives show at the highest dose activity change, positive = activation, most hits filed as activators | actives 1.3% (n = 330,000) | AID 504466, 2011; further: % of control where 0% means no effect; nearly all actives have a fitted effect of over 60% in size
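Cells (2,000/well) expressing the ELG1-luciferase fusion are dosed by pin tool and kept 16 hr at 37 °C, 5% CO2. Signal comes from ONE-Glo luciferase reagent after 30 min at room temperature.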
p53 reactivation: qHTS assay for re-activators of p53 using a Luc reporter; H1299 p53-A138V BP100-luciferase reporter, luminescence, 24 h; Potency, µM (series often up to 92.2 µM), for inactives: top-dose activity change, positive = activation, hits mostly activators; actives 0.063% (n = 320,000); AID 504706, 2011; further: % of control where 0% means no effect; nearly all actives have a fitted effect of over 45% in size
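H1299 (p53-null), stable ts p53-A138V + BP100-Luc; 1000 cells/well, Opti-MEM/10% FBS; cpd 4 pt, 1:5; 24 h, 37 deg C, 5% CO2; detection reagent 10 min RT; luminescence.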
MBNL1-CUG inh: qHTS Assay for Inhibitors of MBNL1-poly(CUG) RNA binding | Muscleblind-like protein 1 (Homo sapiens), Q9NR56 | TR-FRET MBNL1-His/biotin-(CUG)12 binding, 665/545 ratio | Potency, µM (highest dose often 57.5 µM), inactives show top-dose activity change, negative = inhibition, most hits filed as inhibitors | actives 0.036% (n = 280,000) | AID 2675, 2010; active means well fitted inhibition curve with a large enough effect in the signal ratio, with a control signal flat, not every such curve was filed as active; inconclusive means small, poorly fitted or top-dose-only effect, or effect the other way, or a change in a side signal; inactive means no such curve, though single readings can be large or run the other way; the % refers to the signal ratio; further: on the % scale 0 is the no-effect control and ±100 the full control effect
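TR-FRET between His-tagged MBNL1 and biotin-(CUG)12 RNA, detected with Tb anti-His antibody (0.055 ng/ul) and streptavidin-XL665 (5 nM), 60 min at room temperature. Compounds titrated 92 nM to 58 uM; 665/545 nm ratio normalized to buffer and complex controls.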
Rab9 promoter act: qHTS Assay for Rab9 Promoter Activators. Potency, µM (highest dose often 9.22 µM), for the others: top-dose activation, negative = inhibition, most hits filed as activators. Huh7 Rab9 promoter-luciferase reporter, luminescence, 24 h. actives 2.8% (n = 320,000). AID 485297, 2010; further: % of control where 0% means no effect; nearly all actives have a fitted effect of over 60% in size
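Huh7 reporter line, Rab9 promoter upstream of luciferase. Compound exposure 24 h at 37 °C in reduced-serum medium with 10% FBS. Read-out: luminescence.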
FLuc modulator: qHTS profiling assay for firefly luciferase inhibitor/activator using purifed enzyme and Km concentrations of substrates (counterscreen for miR-21 project); Luciferin 4-monooxygenase (Photinus pyralis), P08659; purified FLuc, Km substrates, luminescence inhibition; Potency, µM (highest dose often 57.5 µM), without a hit: at the highest dose activity change, negative = inhibition, actives largely listed as inhibitors; actives 6.9% (n = 360,000); AID 588342, 2011;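 further: plate controls were vehicle for no effect and reference inhibitor for full effect; nearly all actives have a fitted effect of over 55% in size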
Target sequence (P08659 whole entry, looked up): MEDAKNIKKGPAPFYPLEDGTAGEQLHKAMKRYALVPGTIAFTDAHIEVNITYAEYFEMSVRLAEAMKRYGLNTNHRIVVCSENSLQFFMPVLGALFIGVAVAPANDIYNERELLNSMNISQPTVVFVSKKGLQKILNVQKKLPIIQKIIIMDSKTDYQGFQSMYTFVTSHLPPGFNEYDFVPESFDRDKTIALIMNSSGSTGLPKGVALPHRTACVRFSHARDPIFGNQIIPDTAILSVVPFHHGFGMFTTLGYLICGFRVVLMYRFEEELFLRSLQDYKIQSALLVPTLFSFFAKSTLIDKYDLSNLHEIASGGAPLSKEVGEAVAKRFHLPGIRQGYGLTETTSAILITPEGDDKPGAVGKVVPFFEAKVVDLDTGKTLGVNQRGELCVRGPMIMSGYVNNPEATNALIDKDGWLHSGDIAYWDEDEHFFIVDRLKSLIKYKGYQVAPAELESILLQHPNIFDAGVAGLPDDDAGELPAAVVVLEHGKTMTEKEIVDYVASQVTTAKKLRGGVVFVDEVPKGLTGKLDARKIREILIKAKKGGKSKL
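Biochemical qHTS of compounds, final roughly 60 µM downward over six points, against 10 nM purified firefly luciferase using Km concentrations of substrates (10 uM D-luciferin, 10 uM ATP) in Tris acetate pH 7.5 buffer; luminescence output.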
VP16 counter: VP16 counterscreen qHTS for inhibitors of ROR gamma transcriptional activity. Drosophila S2 Gal4-VP16 UAS-luciferase, luminescence, 20 h. Potency, µM (doses to about 53.6 µM), inactives show at the highest dose activity, negative = inhibition, actives largely listed as inhibitors. actives 3.5% (n = 310,000). AID 2546, 2010;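 further: Gal4-VP16 expression switched on by copper sulfate through the metallothionein promoter; on the % scale 0 is the no-effect control and ±100 the full control effect; nearly all actives have a fitted effect of over 50% in size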
NPC1 promoter act: qHTS Assay for NPC1 Promoter Activators; Huh7 NPC1 promoter luciferase reporter, 24 h; Potency, µM (titrated, usually from 9.22 µM), inactives show top-dose activation, actives largely listed as activators; actives 2.4% (n = 320,000); AID 485313, 2010;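 further: % of control where 0% means no effect; nearly all actives have a fitted effect of over 60% in size; reporter is driven by a mutant NPC1 promoter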
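Readout is luciferase luminescence, reflecting NPC1 promoter activation in stably transfected Huh7 cells after 24 h compound exposure at 37 °C in reduced-serum medium with 10% FBS.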
BRCA1 expr act: qHTS Assay to Identify Small Molecule Activators of BRCA1 Expression | actives 1.1% (n = 380,000) | AID 624202, 2012 | MCF7-BRCA1-FFLuc reporter, luminescence, 48 h; response scale: scaled: vehicle 0%, 10 µM genistein 100% | Potency, µM (doses to about 46.1 µM), for inactives: at the top dose activation, most hits filed as activators; further: nearly all actives have a fitted effect of over 80% in size; some results filed as inactive show a strong effect at the top dose
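MCF7-BRCA1-FFLuc cells, 2000/well in phenol-red-free MEM, attached 2 h then treated 48 h at 37 C. Luciferase luminescence read 15 min after reagent; normalized to genistein maximum activation (10microM) and DMSO, concentration-response fitted.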
uPA surface inh: qHTS for Inhibitors of Cell Surface uPA Generation; cell surface uPA generation assay, qHTS; Potency, µM (series often up to 38.3 µM), for the others: top-dose activity change, negative = inhibition, hits mostly inhibitors; actives 0.31% (n = 330,000); AID 540303, 2011; active means well fitted inhibition curve with a large enough effect; inconclusive means small, poorly fitted or top-dose-only effect; inactive means no such curve, though single readings can be large or run the other way; tested in mouse RAW 264.7 cells; further: on the % scale 0 is the no-effect control and ±100 the full control effect; nearly all actives have a fitted effect of over 55% in size
RORgamma inh: qHTS for inhibitors of ROR gamma transcriptional activity; Nuclear receptor ROR-gamma (Mus musculus), P51450; Drosophila S2 Gal4-RORgamma UAS-luciferase reporter, 20 h; Potency, µM (highest dose often 53.6 µM), inactives show at the highest dose activity change, negative = inhibition, usual class: inhibitors; actives 5.4% (n = 310,000); AID 2551, 2010; further: on the % scale 0 is the no-effect control and ±100 the full control effect; nearly all actives have a fitted effect of over 60% in size
Target sequence (P51450 whole entry, looked up, the tested form may be a part): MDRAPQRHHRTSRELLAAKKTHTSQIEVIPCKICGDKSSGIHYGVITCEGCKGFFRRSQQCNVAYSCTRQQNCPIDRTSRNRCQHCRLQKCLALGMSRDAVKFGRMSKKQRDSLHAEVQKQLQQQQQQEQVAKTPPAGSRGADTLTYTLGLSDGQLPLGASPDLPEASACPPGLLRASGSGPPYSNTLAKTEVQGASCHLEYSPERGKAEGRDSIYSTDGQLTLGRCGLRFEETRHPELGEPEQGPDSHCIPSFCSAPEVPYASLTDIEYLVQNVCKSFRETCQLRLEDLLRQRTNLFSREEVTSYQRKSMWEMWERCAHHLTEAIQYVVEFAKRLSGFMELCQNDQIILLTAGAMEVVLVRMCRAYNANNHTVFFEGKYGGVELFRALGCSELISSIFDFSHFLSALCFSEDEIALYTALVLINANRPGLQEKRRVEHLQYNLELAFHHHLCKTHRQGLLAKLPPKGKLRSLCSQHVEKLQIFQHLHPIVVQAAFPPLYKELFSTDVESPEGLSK
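In this cell-based reporter format, copper sulfate (700 uM final) drives Gal4–ROR gamma fusion expression from a metallothionein promoter in Drosophila Schneider cells; compounds preincubated 1 hr, reporter read after 20 hr at ambient temperature.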
Active calls of the source: *; ? = inconclusive; nt = no result given; [ ] = dose if it differs, or a comment. Unless noted, the call rests on the fitted dose curve; in most records, active means well fitted curve in the direction sought with a large enough effect; inconclusive means small, poorly fitted or top-dose-only effect, or another doubt; inactive means no such curve, though single readings can be large; an effect the other way counts as inactive or inconclusive. Potency means the concentration at half of the fitted maximal effect. This is a random part of the collection (roughly 13% active in at least one column).

SMILES	ELG1 genotox	p53 reactivation	MBNL1-CUG inh	Rab9 promoter act	FLuc modulator	VP16 counter	NPC1 promoter act	BRCA1 expr act	uPA surface inh	RORgamma inh
CCC(Sc1nnnn1C)C(=O)Nc1ccc(C(C)=O)cc1 (stereo not drawn)	18.4µM*	21.1%	-24.2%	?	?	16.6%	22.6%	80.8%	-0.3%	?
CC[N+](C)(CC)CCC(c1ccccc1)C1CCCCC1 (stereo not drawn)	-8.1%	2.9%	-5.9%	3.5%	1.1%	2.6%	0.3%	2.0%	-9.3%	-6.6%
O=C1CC2(CCN(C(=O)C3CC(=O)N(c4ccccc4)C3)CC2)Oc2ccccc21 (stereo not drawn)	-1.6%	-3.1%	nt	-0.8%	4.7%	nt	0.7%	-21.4%	0.1%	nt
Cc1nn(-c2ncc(C(F)(F)F)cc2Cl)c(=O)n1-c1cccc(Cl)c1	-3.7%	-4.1%	1.5%	-3.3%	7.3%	-2.3%	-3.8%	8.2%	-0.7%	21.7%
O=C(c1cccc(Cl)c1)N1CCC(C(=O)N2CCN(Cc3ccccc3)CC2)CC1	-6.6%	-15.1%	-5.0%	-4.0%	-0.8%	-13.7%	-2.2%	-18.6%	8.9%	?
CCOC(=O)c1cnn(-c2nc3c(C)cccc3s2)c1C(F)(F)F	1.7%	-3.5%	-2.3%	2.2%	3.0%	-2.1%	-4.0%	-53.0%	14.9%	9.6%
S=C(Nc1ccccc1Cl)N1CCCC1	0.4%	16.5%	-13.2%	6.5%	0.5%	-24.5%	1.4%	-6.5%	13.6%	0.6%
COC(=O)C1CCN(C(=O)C(C)Oc2ccc(Cl)cc2Cl)CC1 (stereo not drawn)	6.3%	-10.3%	0.9%	-8.0%	10.3%	-7.0%	0.2%	2.4%	nt	20.7%
COc1ccc(N2C(=O)CN=C2Nc2cccc(C)c2C)cc1OC	2.3%	0.1%	-0.4%	29.5%	-1.8%	-2.1%	-1.5%	0.8%	-4.8%	5.1%
CC(OC(=O)c1cc2sccc2n1C)C(=O)NCc1cccs1 (stereo not drawn)	-10.0%	-3.2%	6.8%	0.6%	-3.2%	3.8%	10.1%	-32.3%	15.6%	-2.8%[10 µM]
COc1cc2cc(CN(CCCO)S(=O)(=O)c3ccccc3Cl)c(=O)[nH]c2cc1OC	2.5%	-5.3%	7.2%	-0.8%	-1.5%	-11.8%	-0.7%	7.7%	nt	0.6%
CCOC(=O)c1cc2cc3ccccc3cc2oc1=O	2.8%	nt	?	0.7%	9.53µM*	11.8%	16.9%	0.0%	21.7%	3.5%
COc1ccccc1N1CCN(C(=O)CSc2ncnc3scc(-c4ccccc4)c23)CC1	-10.6%	-15.9%	?	-2.2%	4.0%	-2.6%	0.2%	-54.2%	4.3%	38.9%
O=C(Nc1ccccc1-c1nnn(CC(=O)N2CCOCC2)n1)c1ccccc1F	-3.5%	-5.5%	-3.2%	-0.3%	6.1%	-3.0%	-1.4%	-2.7%	9.5%	-1.2%
Cc1ccc(N(CC(=O)N2CCOCC2)S(C)(=O)=O)cc1Cl	-2.3%	0.6%	-6.4%	-0.2%	1.2%	5.0%	2.1%	-1.8%	0.1%	5.5%
CC(CN1CCCCC1)OC(=O)c1ccc(Cl)cc1 (stereo not drawn)	-1.0%	0.1%	6.5%	0.4%	6.1%	-2.1%	0.2%	-2.2%	4.7%	-12.2%
COCCCNC(=O)CCSc1ccc(Cl)cc1	3.0%	-1.8%	2.7%	-3.3%	0.4%	4.5%	-4.2%	-7.1%	2.2%	3.5%
CN(C)CCNC(=O)COc1ccc(C23CC4CC(CC(C4)C2)C3)cc1	-3.9%	20.0%	-1.7%	-10.3%	0.6%	?	12.5%	-48.3%	2.8%	?
O=C(NCc1ccncc1)c1cccc(F)c1	3.9%	-1.6%	-13.2%	8.6%	5.0%	0.8%	-4.3%	-7.1%	nt	0.3%
Cc1ccc[n+](CC(=O)c2ccc(Br)cc2)c1	-5.2%	nt	2.8%	4.5%	-0.5%	-3.2%	2.8%	1.4%	3.9%	-14.5%
COC(=O)CCSCC(=O)N1N=C(c2ccc(Br)cc2)CC1c1cccc(OC)c1OC (stereo not drawn)	-11.8%	1.1%	22.6%	-0.7%	-2.6%	-0.5%	0.5%	-16.6%	-2.9%	36.2%
Cc1ccc(NC(=O)/C(=C/C=C/c2ccccc2)NC(=O)c2ccccc2)cc1	-0.4%	-19.0%	2.8%	2.3%	?	-2.3%	1.8%	-8.9%	15.5%	4.7%
COc1ccc(CN(C)C(=O)c2cnc(C)cn2)c(OC)c1OC	2.2%	-2.6%	-1.4%	-2.6%	5.0%	-2.7%	-1.9%	8.8%	-2.0%	27.2%
NS(=O)(=O)OCCCc1ccccc1	6.1%	nt	-1.6%	-0.7%	0.9%	-0.2%	2.4%	11.0%	-0.5%	0.9%
O=C(c1cnc2n(c1=O)CCS2)N1CCN(c2ccccc2Cl)CC1	-0.8%	-1.1%	8.7%	-2.1%	0.1%	-8.2%	-3.6%	nt	nt	-10.2%
Cc1cccc(NS(=O)(=O)c2cc(NC(=O)CC(=O)c3ccc([N+](=O)[O-])cc3)ccc2C)c1	-11.6%	-3.0%	22.1%	-3.8%	0.1%	1.2%[10 µM]	-6.6%	nt	nt	-7.1%
CC(NC(=O)COC(=O)c1ccc(OCC2CCCO2)cc1)c1ccccc1Cl (stereo not drawn)	0.1%	-3.4%	nt	0.1%	-3.2%	nt	-4.3%	0.1%	7.6%	nt
O=C(NCCc1nc2ccc(Cl)cc2[nH]1)C1CCC(=O)N(Cc2cccc(F)c2)C1 (stereo not drawn)	2.8%	5.8%	-4.6%	-2.8%	3.2%	2.2%	-1.7%	0.0%	7.3%	5.1%
O=C(O)/C=C/C(=O)NNC(=O)c1cccc(Br)c1	3.8%	16.2%	-11.1%	1.3%	-3.9%	?	-2.6%	20.5%	-3.7%	?
Cc1ccccc1OCC(=O)Nc1ccccc1N1CCCCC1	-44.5%[inhibitor]	25.4%	-1.9%	0.3%	0.1%	-19.3%	-5.8%	-29.7%	nt	?
CC(=O)N1CCN(c2nc(C)nc3sc4c(c23)CCC(C)C4)CC1 (stereo not drawn)	0.1%	-0.2%	1.7%	6.4%	1.6%	2.1%	2.5%	0.5%	-3.1%	-7.9%
Cc1ccc2c(c1)sc(C)[n+]2CCCS(=O)(=O)[O-]	0.7%	-0.5%	-9.2%	-0.1%	-2.1%	4.4%	4.5%	0.0%	3.6%	1.7%
O=C1CCC2c3ccc4ccccc4c3CCN12 (stereo not drawn)	-1.5%	-10.5%	1.9%	0.3%	-5.8%	0.1%	1.1%	1.4%	nt	-14.2%
O=[N+]([O-])c1cccc(/C=N/N2CCN(Cc3ccc(Cl)cc3)CC2)c1	-5.5%	-0.5%	-4.2%	-9.2%	0.0%	-7.0%	1.8%	-9.4%	-0.6%	?
CCCc1nc2sc3c(c2c(=O)n1NC(=O)CCC(=O)O)CCCC3	-10.0%	3.3%	?	-1.8%	?	-9.2%	-1.5%	-23.0%	nt	-0.3%
Cc1cc(OC(=O)c2ccc(S(=O)(=O)N(C)C)cc2)c([N+](=O)[O-])c(=O)[nH]1	3.5%	6.8%	-0.2%	-16.3%	4.6%	-1.2%	-4.5%	0.0%	-9.7%	-25.2%
N#Cc1c(N2CCCC(O)C2)nc(N)c2c(N)nc3c(c12)CC(=O)N3C12CC3CC(CC(C3)C1)C2 (stereo not drawn)	-8.2%	-9.0%	?	-10.9%	5.36µM*	?	-2.9%	-70.6%	-7.5%	3.98µM*
O=C(c1cc(-c2ccncc2)nc2ccccc12)N1CCN(c2ccccc2O)CC1	-17.0%	-34.7%[inhibitor]	4.0%	-0.3%	?	11.9%	-5.3%	-21.5%	6.2%	41.6%
CC(C)(C)n1cnnc1Sc1ncccc1[N+](=O)[O-]	-7.4%	5.4%	?	-1.2%	-0.9%	-6.7%	-0.5%	-15.9%	5.1%	-14.7%
Cc1nc2cc(C(=O)O)ccc2s1	?	?	-5.4%	2.82µM*	16.9µM*	13.3%	1.41µM*	?	nt	-9.8%
CCc1ccc[n+](-c2[nH]c(=O)sc2/C=N/N=C(\N)[O-])c1	-1.7%	1.0%	?	8.1%	3.1%	-2.5%	0.6%	2.3%	1.1%	24.8%
